Compound activity as filed in PubChem BioAssay.
Bfl-1 displacement: Bfl-1 inhibitors, primary screen, biochemical, fluorescence polarization, FITC-Bid, mouse (AID 432). FITC-Bid BH3 peptide fluorescence polarization displacement; higher % means a stronger effect. displacement, % at 20 µM, or IC50 in µM where a hit was titrated. 0.02% of 64,000 active; in the data active = a potency from the dose series; inactive = the rest, 99 in 100 with displacement below about 15%; also: strong numbers were not always called active
HPDE-C7 cytotoxicity: cytotoxicity in HPDE-C7 cells, cell-based, fluorescence, HTS (AID 430) | HPDE-C7 pancreatic duct cells viability, fluorescence; higher % means a stronger effect | cytotoxicity, % at 10 µM, or EC50 in µM where a hit was titrated | 1.8% of 63,000 active;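 also: cells exposed to compound for 48 hours before viability readout; 0% = vehicle and 100% = reference cytotoxic drug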
Spn PMK inh: blocks S. pneumoniae phosphomevalonate kinase | purified PMK, PK/LDH-coupled NADH absorbance 340 nm | inhibition, % at 10 µM | 0.49% of 65,000 active;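 active = top-ranked compounds by inhibition in the single 10 µM screen, taking a fixed number of the strongest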;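 also: 0% = full reaction with DMSO carrier and 100% = background rate without enzyme reaction; no value below 0 was filed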
Alkaline phosphatase: human TNAP enzyme inhibitors, biochemical, luminescent (AID 518). purified TNAP enzyme, luminescent substrate readout; higher % means a stronger effect. inhibition, % at 20 µM, or IC50 in µM where a hit was titrated. 0.09% of 64,000 active; in the data active = a potency from the dose series; inactive = the rest, 99 in 100 with inhibition below about 22%;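 also: plate controls were vehicle for no effect and reference inhibitor for full effect; many of its hits are not listed in these tables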
MK inhibit: blocks S. pneumoniae mevalonate kinase; purified MK, PK/LDH-coupled NADH absorbance 340 nm; inhibition, % at 10 µM; 0.48% of 65,000 active; AID 555;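 active = ranked among the strongest by inhibition in the single 10 µM screen, a fixed top-ranked set picked for dose follow-up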; also: no value below 0 was filed
HT1080 cytotoxicity: HT1080 cell viability loss – fluorescence readout (AID 620); cytotoxicity, % at 10 µM; hits with a dose series show EC50 in µM; HT1080 viability, fluorescence; higher % means a stronger effect; 0.42% of 87,000 active;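 also: cells exposed to compound overnight then 4 h with Alamar Blue; 0% = vehicle DMSO and 100% = killing control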
DPM-DC inhibit: S. pneumoniae DPM-DC inhibition; purified DPM-DC, PK/LDH coupled NADH fluorescence; calls only at 10 µM; 0.49% of 65,000 active; AID 556;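 active = the 320 compounds with the highest percent inhibition in the single-dose primary screen, excluding strongly autofluorescent ones, cut at about 32% in these data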;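 also: kinetic rate of NADH fluorescence loss reporting ADP formed by the decarboxylase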
HPDE-C7K KRASV12: viability loss of HPDE-C7K cells – cell-based, fluorescence, HTS, primary screen (AID 431); HPDE-C7K KRASV12 cells, Alamar Blue viability, 48 h; higher % means a stronger effect; one-dose cytotoxicity, % at 10 µM; EC50 in µM for titrated hits; 1.7% of 63,000 active;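 active = compounds whose percent cytotoxicity in the single-dose primary screen, scaled between solvent and toxic-drug controls, exceeds 50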;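 also: 0% = DMSO solvent wells and 100% = doxorubicin-treated wells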
LYP inhibition: inhibition of human PTPN22 tyrosine phosphatase – biochemical, DiFMUP fluorescence, recombinant catalytic domain, 10 µM, primary screen (AID 606); 52,000 tested, under 10 active; recombinant LYP catalytic domain, DiFMUP fluorescence; higher % means a stronger effect; inhibition, % at 10 µM; hits with a dose series show IC50 in µM;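 active = IC50 under 40 µM in the dose-response test; inactive = IC50 of 40 µM or more, or never dose-tested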
Spn PMK inh pilot replicates: further read-out of Spn PMK inh, marked with its call; inhibition, %; measured here: pilot screen replicates
MK inhibit pilot replicates: second read-out of MK inhibit, no call of its own (marks repeat the call); inhibition, %; measured here: pilot screen replicates
DPM-DC inhibit pilot screen %: recorded beside DPM-DC inhibit, whose call it bears; inhibition, %; measured here: pilot screen trials
* marks the source's active call; other numbers are inactive results; i = inactive; . = no result given; + = active, no number. Rule as the data show it, unless noted: active = cytotoxicity above about 50%; inactive = the rest. No enrichment for hits, and some 3.5% of all compounds hit somewhere here.

SMILES	Bfl-1 displacement	HPDE-C7 cytotoxicity	Spn PMK inh	Alkaline phosphatase	MK inhibit	HT1080 cytotoxicity	DPM-DC inhibit	HPDE-C7K KRASV12	LYP inhibition	others
Cn1c2c(c(=O)n(C)c1=O)C(c1ccccc1OC(F)F)C1=C(CCCC1=O)N2 (configuration not stated)	-4.9%	-6.0%	14.0	6.6%	4.0	-7.1%	i	1.0%	.
CCc1c(O)nc(SCC(=O)Nc2ccc(OC)cc2)n(C2CCCCC2)c1=O	2.3%	-8.3%	16.0	6.6%	1.0	-1.5%	i	-1.3%	-29.9%
COc1ccc(C(c2nnnn2Cc2cccs2)N2CCN(c3ccccc3F)CC2)cc1OC (configuration not stated)	-7.4%	-6.3%	15.0	-1.9%	2.0	-6.2%	i	-16.0%	18.3%
O=C(CCCOc1ccccc1)Nc1nccs1	3.2%	-9.6%	12.0	8.5%	0.0	4.2%	i	-0.1%	13.9%
CCc1nnc(NC(=O)c2ccc(S(=O)(=O)NCC(C)C)cc2)s1	-5.1%	-4.1%	11.0	10.5%	8.0	7.4%	.	-2.7%	13.3%	Spn PMK inh pilot replicates=7.5;MK inhibit pilot replicates=1.0
Cc1ccc(-n2c(SCc3cc(=O)n4ccsc4n3)nnc2-c2cccnc2)c(C)c1	-1.1%	1.5%	4.0	1.6%	5.0	0.5%	i	-13.4%	1.5%
CC(C)(C)C1CCc2c(sc(N)c2C(N)=O)C1 (configuration not stated)	-5.8%	14.7%	0.0	8.9%	5.0	-2.6%	i	-1.5%	.
Cc1nnc(SCc2ccc(Cl)cc2Cl)[nH]c1=O	5.2%	-2.8%	20.0	-1.2%	12.0	-4.5%	i	-5.2%	8.1%
O=c1cc(CO)oc(C(Nc2ccccn2)c2ccc(C(F)(F)F)cc2)c1O (configuration not stated)	-3.9%	-6.5%	18.0	7.9%	4.0	-0.5%	i	1.2%	7.3%
CCn1cc(Br)c(C(=O)Nc2ccc(OC)cc2)n1	-6.1%	6.0%	5.0	5.3%	7.0	5.9%	i	6.5%	7.8%
CCN(CC)CCCNC(=O)Cn1ncc2c(=O)oc3ccc(C)cc3c21	-6.9%	1.6%	13.0	-1.2%	8.0	-5.6%	i	12.0%	-14.2%
O=C(c1cc2c(=O)oc3ccccc3c2s1)N1CCOCC1	0.8%	-19.3%	17.0	1.8%	8.0	5.3%	i	-19.6%	1.7%
COc1cccc(C2C(C(N)=O)=C(C)Nc3nc(CCCO)nn32)c1OC (configuration not stated)	-5.0%	-2.4%	0.0	18.8%	5.0	1.0%	i	-4.9%	8.0%	Spn PMK inh pilot replicates=3.5;MK inhibit pilot replicates=1.5;DPM-DC inhibit pilot screen %=0.0
O=C(CC1OC(=O)c2ccccc21)NC1CCCCC1 (configuration not stated)	-7.7%	-2.7%	7.0	6.4%	0.0	0.2%	i	-4.4%	.
O=C(c1ccccc1)N1CCCOC1c1ccccc1 (configuration not stated)	-0.9%	2.4%	9.0	11.9%	11.0	-20.7%	i	4.7%	2.7%
O=S1(=O)CCC(NCC2CCCO2)C1 (configuration not stated)	1.1%	-7.2%	8.0	2.7%	4.0	5.9%	i	6.3%	.
Clc1ccccc1-c1nn2c(-c3ccccn3)nnc2s1	-6.5%	3.2%	5.0	7.8%	0.0	8.6%	i	-4.1%	9.1%
COc1ccc(N2Cc3cccc(C(=O)N4CCN(C(=O)c5ccco5)CC4)c3C2=O)cc1	2.0%	0.2%	5.0	5.7%	11.0	4.2%	i	1.0%	5.4%
COc1cc2c(cc1OC)-c1cc(NC3CCCCCC3)nc(=O)n1CC2	9.2%	4.1%	9.0	9.1%	8.0	-9.0%	.	8.7%	2.1%
O=C(NCC(c1cccnc1)N1CCN(c2ccccc2F)CC1)c1cccc(Cl)c1 (configuration not stated)	-36.7%	-17.5%	14.0	5.4%	0.0	.	i	-13.8%	.
COC(=O)c1cc(Br)c(=O)n(Cc2ccncc2)c1	12.7%	-4.7%	7.0	15.9%	3.0	-2.9%	i	12.7%	.
O=C(NCc1ccccc1)c1cccc(NC(=O)c2ccco2)c1	-7.0%	44.7%	0.0	2.1%	5.0	0.0%	i	35.4%	7.5%
O=C(c1ccccc1)N(CCN1CCOCC1)C1(C(=O)Nc2ccccc2)CCCCC1	2.2%	-13.8%	1.0	-1.2%	5.0	0.0%	i	-11.8%	2.8%
Cc1ccc(NC(=O)C(C)N2C(=O)C3CC=C(Cl)CC3C2=O)cc1 (configuration not stated)	-9.2%	-1.1%	5.0	2.9%	7.0	-1.8%	i	-8.5%	1.5%
O=C(NCc1cccs1)C1CCN(c2nc3ccccc3o2)CC1	-4.6%	-0.7%	22.0	6.6%	0.0	2.4%	i	-2.0%	1.7%
O=C(COC(=O)C1(c2ccccc2)CC1)N1CCN(c2ccc(F)cc2)CC1	10.3%	-6.1%	21.0	6.0%	0.0	-12.1%	i	-10.5%	5.3%
O=C(NCc1cn2ccsc2n1)Nc1cccc(Cl)c1	-6.7%	0.7%	20.0	6.4%	0.0	1.0%	i	14.5%	-3.9%
O=C(O)C1CCCCC1C(=O)Nc1cnn(Cc2ccccc2)c1 (configuration not stated)	5.5%	-3.3%	19.0	17.2%	6.0	1.9%	i	-4.4%	15.6%
CCOC(=O)c1ccc(Cn2cnc3ccccc3c2=O)cc1	-2.6%	-8.2%	0.0	21.5%	3.0	-4.4%	i	-17.1%	-0.5%
CC1(C)CC(=O)C2=C(C1)Nc1[nH]n(-c3ccccc3)c(=O)c1C2c1ccc2c(c1)OCO2 (configuration not stated)	-10.6%	-4.4%	4.0	7.1%	13.0	3.0%	i	-13.9%	11.1%
COc1cc(NS(=O)(=O)c2ccc(NC(=O)COc3ccccc3C)cc2)nc(OC)n1	1.2%	11.1%	10.0	8.7%	5.0	-7.4%	i	6.1%	.
OC(COc1c(Cl)cc(Cl)cc1Cl)CN1CCCCC1 (configuration not stated)	-5.5%	7.4%	0.0	7.7%	2.0	2.8%	i	4.4%	9.5%
O=C(Nc1ccc2c(c1)C(=O)N(C1CCCCC1)C2=O)C1CCCO1 (configuration not stated)	7.5%	14.2%	1.0	2.1%	7.0	1.9%	.	19.6%	-11.2%	Spn PMK inh pilot replicates=0.5;MK inhibit pilot replicates=0.0
O=C(O)C1CCCCC1C(=O)OCCCCOC(=O)C1CCCCC1C(=O)O (configuration not stated)	-12.1%	3.9%	0.0	2.6%	0.0	-12.8%	i	1.3%	8.3%
CCn1c(SCC(=O)c2cccs2)nnc1-c1ccco1	0.8%	-9.8%	9.0	12.8%	0.0	1.1%	i	3.5%	.
COc1cccc(Cn2c(=S)[nH]c3ccc(N4CCOCC4)cc3c2=O)c1	-8.1%	22.1%	16.0	20.0%	7.0	-6.7%	+	19.4%	.
COc1cccc(OC)c1OCCCCN1CCCC1	11.4%	-0.6%	8.0	3.8%	52.0*	2.0%	i	2.8%	.
O=C(Nc1nc2ccccc2n1CCN1CCCCC1)c1ccco1	-5.7%	-1.1%	19.0	-12.8%	12.0	10.2%	i	-5.0%	12.4%
COc1ccc(CC(=O)OCC(=O)Nc2c(C)n(C)n(-c3ccccc3)c2=O)cc1	0.5%	-1.6%	0.0	13.7%	7.0	5.3%	i	8.8%	8.2%
Cc1cc2cc(CNC(=O)CC(C)C)ccc2n1C	.	.	15.0	.	5.0	-0.4%	i	.	.

Grouped by structure: the compounds so far with a COOH group
SMILES	Bfl-1 displacement	HPDE-C7 cytotoxicity	Spn PMK inh	Alkaline phosphatase	MK inhibit	HT1080 cytotoxicity	DPM-DC inhibit	HPDE-C7K KRASV12	LYP inhibition	others
O=C(O)C1CCCCC1C(=O)Nc1cnn(Cc2ccccc2)c1 (configuration not stated)	5.5%	-3.3%	19.0	17.2%	6.0	1.9%	i	-4.4%	15.6%
O=C(O)C1CCCCC1C(=O)OCCCCOC(=O)C1CCCCC1C(=O)O (configuration not stated)	-12.1%	3.9%	0.0	2.6%	0.0	-12.8%	i	1.3%	8.3%

More structures
SMILES	Bfl-1 displacement	HPDE-C7 cytotoxicity	Spn PMK inh	Alkaline phosphatase	MK inhibit	HT1080 cytotoxicity	DPM-DC inhibit	HPDE-C7K KRASV12	LYP inhibition	others
Cc1ccccc1C(=O)NC1CC(C)(C)NC(C)(C)C1	2.8%	2.0%	19.0	9.0%	6.0	1.1%	i	1.5%	.
Cc1oc(-c2ccc(Cl)cc2)nc1CN1CCC(C(=O)NCc2cccnc2)CC1	-0.8%	-28.8%	15.0	-4.2%	14.0	1.6%	i	-16.5%	6.9%
COC(=O)c1cc(OC)c(OC)cc1NC(=O)C1CCC(=O)N1S(=O)(=O)c1ccc(C)cc1 (configuration not stated)	-3.0%	8.8%	10.0	0.9%	7.0	9.9%	i	4.9%	1.0%
CCOc1ccccc1N(CC(=O)Nc1ccc(C)cc1)S(C)(=O)=O	5.7%	-5.4%	7.0	12.1%	12.0	16.4%	i	7.7%	8.7%
COc1ccc(N2CCN(C(=O)Cc3nn(C)c(=O)c4ccccc34)CC2)cc1	-1.8%	7.4%	0.0	5.7%	3.0	3.8%	i	3.5%	-6.0%
CCOC(=O)c1[nH]c(C)c(C(=O)N(C)Cc2ccccc2)c1C	-2.3%	1.8%	6.0	2.6%	0.0	8.7%	i	7.8%	3.0%
O=C(Nc1nnc(COc2ccccc2)s1)c1ccco1	-3.1%	15.2%	9.0	7.0%	8.0	32.2%	i	27.3%	.
CCCCOC(=O)Nc1ccc(S(=O)(=O)Nc2nc(C)cc(C)n2)cc1	0.6%	0.4%	0.0	6.5%	8.0	-7.5%	i	2.7%	.
O=C(CCn1cccc1)NCCc1ccc(Cl)cc1	0.0%	-15.8%	9.0	10.2%	1.0	-9.8%	i	2.5%	4.2%
CC1(C)Cc2noc(N)c2C(C)(C)N1OC(=O)c1scc2c1OCCO2	-15.1%	-11.4%	11.0	8.6%	0.0	16.4%	i	-19.8%	9.4%
O=C(Cn1[nH]c(=O)c2ccccc2c1=O)Nc1cccc(-c2nnc3n2CCCCC3)c1	0.9%	-11.0%	14.0	5.6%	0.0	-6.3%	i	-9.2%	.
N#CC(C#SN)=C1CCCCC1	-5.2%	-10.4%	12.0	10.1%	8.0	8.5%	i	4.5%	20.2%
Cc1ccc2oc(-c3ccc(NC(=O)CC(C)C)cc3)nc2c1	-2.5%	19.4%	4.0	6.0%	2.0	-2.6%	.	28.2%	-2.5%
CCCc1cc(C(=O)Nc2cc(C)nn2-c2ccccc2)no1	0.9%	-8.2%	4.0	7.6%	7.0	-2.5%	i	-6.9%	-2.5%

Pulled one by one from the list above, two records:
SMILES	Bfl-1 displacement	HPDE-C7 cytotoxicity	Spn PMK inh	Alkaline phosphatase	MK inhibit	HT1080 cytotoxicity	DPM-DC inhibit	HPDE-C7K KRASV12	LYP inhibition	others
Cc1ccc2oc(-c3ccc(NC(=O)CC(C)C)cc3)nc2c1	-2.5%	19.4%	4.0	6.0%	2.0	-2.6%	.	28.2%	-2.5%
CCOc1ccccc1N(CC(=O)Nc1ccc(C)cc1)S(C)(=O)=O	5.7%	-5.4%	7.0	12.1%	12.0	16.4%	i	7.7%	8.7%
